Assay outcomes (PubChem)
IL2 activator = IL-2 activation; IL-2 activation reporter assay, cell-based qHTS; stimulated with anti-CD3/CD4/CD28 beads; in transgenic mouse T cells; 0.065% of 360,000 active; activation, % (series mostly up to about 46 µM); AID 652025; in the data active = activation above about 50%; inconclusive = mostly about 30% to 49%; also: 0% is about no effect
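Unstimulated transgenic mouse T cells; 60-min compound exposure; bead-based TCR/CD4/CD28 stimulation; 18 h culture, 37 degrees C; dual fluorescence (EGFP, DsRed) plate cytometry.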
Nrf2 inh = Nrf2 pathway inhibition | Potency, µM (titrated, usually from 46 µM), for inactives: at the highest dose activity change, negative = inhibition, usual class: inhibitors | 2.1% of 360,000 active | A549 ARE-Fluc reporter, luciferase luminescence, 18-24 h | AID 504444; also: potency is read from the fitted curve at half-maximal effect; % is scaled to controls: 0 for no effect and ±100 for the full control effect; nearly all actives have a fitted effect of over 60% in size
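Cells were seeded and rested 2 h, then exposed to compounds for 18-24 h. CellTiter-Fluor was read first as a viability measure. BugLite was added 15 min before the final luminescent read of ARE-luciferase activity in A549 cells.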
A549 tox = kills or reduces viability of A549 cells in Nrf2 counter-screen; Potency, µM (doses to about 46 µM), without a hit: top-dose activity change, negative = cytotoxicity, hits mostly inhibitors; A549 ARE-Fluc cells, CellTiter-Fluor viability, 18-24 h; 0.16% of 390,000 active; AID 504648; also: potency is read from the fitted curve at half-maximal effect; % is scaled to controls: 0 for no effect and ±100 for the full control effect
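A549 ARE-Fluc cells in 5% FBS OPTI-MEM, 5000 cells/well, rested 2 h then exposed to compounds in concentration-response for 18-24 h at 37 °C. Viability by CellTiter-Fluor fluorescence (Ex 405/Em 525) after 30 min; luciferase luminescence (BugLite, 15 min, RT) read afterwards.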
ATXN2 expr inh = ATXN2 expression inhibition. HEK-293 ATXN2-luciferase reporter, luminescence, 24 h. Potency, µM (top dose mostly 57 µM), without a hit: at the highest dose activity change, negative = inhibition, actives largely listed as inhibitors. 0.72% of 360,000 active; also: potency is read from the fitted curve at half-maximal effect; % is scaled to controls: 0 for no effect and ±100 for the full control effect; nearly all actives have a fitted effect of over 55% in size
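qHTS (up to 57 uM final) was run with 24 h compound exposure of reporter cells at 37 °C. Each well was multiplexed: SteadyGlo luminescence measured ATXN2-luciferase expression after a fluorogenic Gly-Phe-AFC viability readout (25 uM final).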
TGFb inhibitor = TGF-b pathway inhibition | HepG2 CAGA-GFP TGF-b/SMAD3 reporter, GFP fluorescence, 18 h; TGF-beta stimulated, 500 pg/mL final | Potency, µM (top dose mostly 46.1 µM), without a hit: at the top dose activity, negative = inhibition, usual class: inhibitors | 1.2% of 410,000 active; also: potency is read from the fitted curve at half-maximal effect; % is scaled to controls: 0 for no effect and ±100 for the full control effect; nearly all actives have a fitted effect of over 65% in size
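First, reporter cells (HEPG2 CAGA-GFP) rested 2 h at 37 degrees C. Next, compounds were pinned in and TGF-beta added to 500 pg/mL final. After 18 h, GFP was imaged per cell and summed per well.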
EPAC2 ag = agonists of human EPAC2 (RAPGEF4) | Q8WZA2 | EPAC2 activation, biochemical qHTS; response scale: 100% = 6.5 mM cAMP response | Potency, µM (doses to about 154 µM), for inactives: top-dose activation, usual class: activators | 0.079% of 360,000 active; also: potency is read from the fitted curve at half-maximal effect; nearly all actives have a fitted effect of over 50% in size
Target sequence (Q8WZA2 whole entry, looked up): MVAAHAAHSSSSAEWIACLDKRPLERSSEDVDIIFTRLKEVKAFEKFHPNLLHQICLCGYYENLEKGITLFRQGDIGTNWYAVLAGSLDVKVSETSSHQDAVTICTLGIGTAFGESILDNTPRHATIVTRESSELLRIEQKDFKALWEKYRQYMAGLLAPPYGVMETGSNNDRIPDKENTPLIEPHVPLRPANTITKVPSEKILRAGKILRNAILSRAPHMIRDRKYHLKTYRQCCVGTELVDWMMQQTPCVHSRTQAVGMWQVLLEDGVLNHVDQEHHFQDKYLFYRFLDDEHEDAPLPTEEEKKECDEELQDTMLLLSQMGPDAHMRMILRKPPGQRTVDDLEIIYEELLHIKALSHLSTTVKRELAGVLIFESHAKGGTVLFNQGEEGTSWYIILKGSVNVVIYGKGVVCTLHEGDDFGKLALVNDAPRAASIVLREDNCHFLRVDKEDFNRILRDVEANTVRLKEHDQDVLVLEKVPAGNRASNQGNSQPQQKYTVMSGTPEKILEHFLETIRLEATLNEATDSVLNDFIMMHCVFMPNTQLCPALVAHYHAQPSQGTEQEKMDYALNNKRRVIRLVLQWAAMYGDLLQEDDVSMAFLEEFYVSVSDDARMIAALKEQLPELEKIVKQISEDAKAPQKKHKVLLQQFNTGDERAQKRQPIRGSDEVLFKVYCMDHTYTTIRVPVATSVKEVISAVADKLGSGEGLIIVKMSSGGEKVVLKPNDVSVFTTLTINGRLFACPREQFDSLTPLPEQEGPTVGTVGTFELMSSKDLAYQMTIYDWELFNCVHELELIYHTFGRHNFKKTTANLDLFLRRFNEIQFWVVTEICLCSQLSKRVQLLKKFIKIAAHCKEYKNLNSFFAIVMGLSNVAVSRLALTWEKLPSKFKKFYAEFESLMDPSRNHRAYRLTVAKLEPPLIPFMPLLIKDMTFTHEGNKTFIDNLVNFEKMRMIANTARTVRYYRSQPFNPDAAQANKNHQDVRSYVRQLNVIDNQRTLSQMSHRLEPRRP
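qHTS, titration series. 100 nM EPAC2 / 250 nM Rap1B-BODIPY-GDP / 50 uM GDP; RT; ex 480/em 540 nm, 5-min reads to 30 min. Norm. to 6.5 mM cAMP = activation.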
HepG2 tox = counter-screen for TGF-b inhibitors: cytotoxicity in HepG2 cells. HepG2 CAGA-GFP viability, ATP luminescence, 18 h. Potency, µM (titrated, usually from 46.1 µM), for the others: top-dose activity change, negative = cytotoxicity, usual class: cytotoxic. 0.76% of 410,000 active. AID 588856; also: potency is read from the fitted curve at half-maximal effect; some results filed as inactive show a strong effect at the top dose
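HepG2 CAGA-GFP cells (1000/well, DMEM with 1% FBS) received compound, then TGF-beta at 500 pg/mL final, and were incubated 18 hours at 37 degrees C. Viability was read by CellTiter-Glo luminescence. Media-only wells were set as complete cell-killing and DMSO as no toxicity.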
S2 tox = cell viability loss in ATXN counter-screen. S2 cells (HEK-293 line with an ATXN2-luciferase reporter) viability, CellTiter-Fluor protease fluorescence, 24 h. 0.49% of 400,000 active. Potency, µM (top dose mostly 56.7 µM), most hits filed as cytotoxic; also: potency is read from the fitted curve at half-maximal effect; nearly all actives have a fitted effect of over 40% in size
Nrf2 activator = Nrf2 pathway activation. 0.31% of 410,000 active. AREc32 ARE-luciferase reporter (MCF7-derived line), luminescence, 24 h. AID 624171. Potency, µM (doses to about 46.1 µM), for the others: at the top dose activation, most hits filed as activators; also: potency is read from the fitted curve at half-maximal effect; % of control where 0% means no effect; nearly all actives have a fitted effect of over 65% in size
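For detection, Steady-Glo was added and plates sat 30 min at RT; before that, AREc32_Fluc cells grown overnight in OPTI-MEM/5% FBS had been treated with 23 nL compound for 24 hr at 37 deg C.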
An asterisk follows results filed as active; i = inactive; ? = inconclusive; . = not tested or not shown; & = joins results of further samples; [ ] = another dose, or the depositor's remark. Unless noted, calls follow the shape of the dose curve; as a rule, active = well fitted curve in the direction sought with a large enough effect; inconclusive = small, poorly fitted or top-dose-only effect, or another doubt; inactive = no such curve, though single readings can be large; an effect the other way counts as inactive or inconclusive.

SMILES	IL2 activator	Nrf2 inh	A549 tox	ATXN2 expr inh	TGFb inhibitor	EPAC2 ag	HepG2 tox	S2 tox	Nrf2 activator
O=C1c2cccc3cccc(c23)C(=O)N1CCN1CCN(CC(O)COc2ccccc2)CC1 (stereo not given)	1.0	13%	-5%	-1%	11%	2%	1%	i	7.7%
CCOC(=O)c1[nH]cnc1C(=O)O	2.0	.	-1%	-4%	-26%	7%	-15%	i	-1.1%
CC1CN(S(=O)(=O)c2cccc(C(=O)OCc3cc(=O)oc4cc(O)ccc34)c2)CC(C)O1 (stereo not given)	-1.1	17%	-2%	-22%	6%	11%	-76%	i	-0.2%
COCCNC(=O)c1cn(C)c(=O)c2cc(OC)c(OC)cc12	1.0	15%	-9%	-20%	-3%	-3%	-22%	i	0.2%
Cc1ccc(Cc2c(-c3ccc(Cl)cc3)nc3ccc(Br)cn23)cc1	-0.7	.	.	29%	-18%	0%	-16%	?	4.5%
Cc1cc(C(C)(C)C)cc(C)c1CC1=NCCN1	-0.3	10%	0%	-20%&-11%&-6%	-11%	-2%	-16%	i	0.4%
CN(C)c1ccc(NC(=O)C2(c3cccs3)CCOCC2)cc1	.	.	18%	.	-4%	.	-7%	.	3.5%
CCOc1ccc(CCNC(=O)CCNC(=O)c2ccccc2Cl)cc1OCC	1.2	3%	7%	-6%	0%	3%	0%	i	-0.2%
CC(=O)NC12CC3CC(C1)CC(C(=O)Nc1nc4ccc(F)cc4s1)(C3)C2	-1.2	4%	-12%	-21%	0%	5%	-35%	i	3.1%
Cc1ccc2c(c1)N(C(=O)CCC(=O)NC1CCCCCC1)CCO2	2.3	2%	4%	7%	-1%	2%	-1%	i	-0.5%
CC1(C)CC(=O)C=C(c2cccc(Cl)c2O)C1	0.0	15%	3%	10%	7%	3%	-12%	i	-0.1%
Cn1c(C(=O)N2CCN(c3nc4ccccc4s3)CC2)cc2sccc21	-1.7	.	-16%	?	1%	8%	-8%	i	0.3%
N#Cc1c(-c2ccccc2)nc(SCc2cccc(Cl)c2)[nH]c1=O	0.8	2%	1%	-10%	4%	-11%	9%	i	-0.1%
O=C(c1ccccc1)C(CCc1ccccn1)CCc1ccccn1	-0.4	?	-1%	16%	4%	13%	-6%	i	3.0%
Cc1ccc(CSCC(=O)N2CCN(c3ccccc3F)CC2)cc1	.	.	6%	.	-13%	.	-19%	.	4.1%
CC(C)(C)c1cc(C(=S)N2CCCC2)cc(C(C)(C)C)c1O	-0.2	?	14%	.	-2%	18%	-11%	i	-0.4%
CC(C)n1c2ccccc2c2nc3ccccc3nc21	-2.0	10%	3%	-8%	2%	-6%	-37%	i	-0.2%
CCN1C(=O)C(NC(C)=O)c2cc(OC)ccc21 (stereo not given)	0.0	-7%	-4%	-4%	-4%	4%	-6%	i	0.3%
CCOc1cc(CN2CCC(CO)(Cc3cccc(C(F)(F)F)c3)CC2)ccc1OC	-2.9	-1%	-16%	-17%[2.22 µM]	?	-1%	-85%	?	5.0%
Cc1ccc(-n2nc(C)c3onc(C)c3c2=O)cc1	-0.4	-15%	-7%	.	4%	3%	1%	i	0.4%
CC1CCCN(C(=O)COc2ccc(-c3ccccc3)cc2)C1 (stereo not given)	-3.6	0%	0%	7%	-3%	15%	-19%	i	5.1%
O=[N+]([O-])c1ccc(N2CCN(c3ccc(O)cc3)CC2)cn1	-4.6	21µM*	-27%	-33%	-6%	3%	3%	i	0.6%
COc1cc(C(=O)Nc2ccccc2-c2nc(-c3ccc(C)cc3)no2)cc(OC)c1OC	.	10%	3%	.	30%[activator]	.	11%	.	-0.8%
Cn1c(=O)c2ccccc2n(CC(=O)NC2CCCC2)c1=O	0.0	23%	6%	-2%	-26%	8%	7%	i	-0.6%
CCOC(=O)c1cnc2ccc(Br)cc2c1NCCO	-0.5	2%	4%	-16%	0%	3%	-42%	i	-0.6%

The closing four records of the section above lead into the next:
SMILES	IL2 activator	Nrf2 inh	A549 tox	ATXN2 expr inh	TGFb inhibitor	EPAC2 ag	HepG2 tox	S2 tox	Nrf2 activator
O=[N+]([O-])c1ccc(N2CCN(c3ccc(O)cc3)CC2)cn1	-4.6	21µM*	-27%	-33%	-6%	3%	3%	i	0.6%
COc1cc(C(=O)Nc2ccccc2-c2nc(-c3ccc(C)cc3)no2)cc(OC)c1OC	.	10%	3%	.	30%[activator]	.	11%	.	-0.8%
Cn1c(=O)c2ccccc2n(CC(=O)NC2CCCC2)c1=O	0.0	23%	6%	-2%	-26%	8%	7%	i	-0.6%
CCOC(=O)c1cnc2ccc(Br)cc2c1NCCO	-0.5	2%	4%	-16%	0%	3%	-42%	i	-0.6%
O=C(Nc1ccc2c(c1)OCO2)c1cc(-c2ccccc2Cl)on1	-0.1	?	-11%	5%	7%	1%	-3%	i	3.0%
COc1cc2c(cc1OC)C(c1ccccc1)N(C(=O)c1ccccc1)CC2 (stereo not given)	-0.6	10%	-1%	.	21%	9%	-2%	i	-0.6%
O=C(O)c1ccc(Nc2cnc3ccccc3n2)cc1	-3.6	?	-1%	8%	-25%	7%	-43%	i	-0.2%
O=C(Cc1ccccc1[N+](=O)[O-])NCC(O)c1ccc2c(c1)OCO2 (stereo not given)	-4.0	-4%	-3%	6%	-1%	6%	7%	i	2.1%
O=C(/C=C/c1ccco1)Nc1cccc2cccnc12	-1.9	?	0%	34%[11.3 µM]	-15%	-3%	1%	i	?
CCOc1ccc(S(=O)(=O)Nc2ccc3c(c2)c(C(C)=O)c(C)n3S(=O)(=O)c2ccc(OCC)cc2)cc1	.	?	-3%	.	11µM*	.	-12%	.	0.1%
COc1ccc(-c2csc3nc(C)n(-n4cccc4)c(=O)c23)cc1OC	-2.7	8%	-5%	-3%	11%	1%	2%	i	0.8%
CCN(CC1CCCN(CCc2cccc(F)c2)C1)C(=O)c1ccc(CSC)o1 (stereo not given)	-3.5	2%	-2%	3%	0%	7%	2%	i	0.0%
Cn1cc(C(=O)N2CCN(c3ccccc3)CC2)c(=O)c2cc(S(=O)(=O)N3CCOCC3)ccc21	-2.9	-14%	9%	-5%	-5%	0%	8%	i	-0.3%
CCc1nn2c(=O)c(S(=O)(=O)Nc3ccc(OC)c(Cl)c3)c(C)nc2s1	.	-3%	1%	-18%	4%	.	-18%	i	3.5%
CCOc1ccc2nc(NCCCNS(=O)(=O)c3ccc(C)cc3)c(C#N)cc2c1	15	.	17%	15%	-18%	5%	-11%	.	0.0%
O=C(Nc1cccc(Cl)c1)c1ccc2nc(Cc3ccccc3)oc2c1	.	.	-26%	?	?	.	-47%	?	3.8%
Cc1cc(N2O[C@]34C=C[C@]25C[C@@H](O)CC[C@]5(C)C3CC[C@]2(C)[C@@H]([C@H](C)/C=C/[C@H](C)C(C)C)CC[C@H]24)no1 (stereo not given in full)	0.7	10%	7%	6%	-4%	-9%	1%	i	0.3%
COC(=O)Cc1ccc(NC(=S)NCC(C)C)cc1	0.9	-26%	-3%	6%	-1%	1%	1%	i	0.2%
CCCCC(c1nnnn1CC1CCCO1)N1CCN(Cc2ccccc2)CC1 (stereo not given)	-3.5	?	1%	-6%	0%	-7%	-22%	i	-0.9%
CC1(C)CC(=O)C2=C(C1)NC(SCC(N)=O)=C(C#N)C21CCCCC1	0.2	-4%	-9%	-4%	5%	14%	-20%	i	-0.4%
CC(C)CC(NC(=O)C(NC(=O)OC(C)(C)C)C(C)C)C(=O)N1CCCC1C(N)=O (stereo not given)	0.1	-3%	-7%	-1%	-5%	-25%	3%	?	-0.3%
CCOC(=O)NC(=O)C(=CNc1ccc(C)cc1)C(=O)NC(=O)OCC	-0.6	3%	12%	.	6%	6%	3%	i	-0.2%
CNc1nc(NCCOc2ccccc2)c2sccc2n1	2.2	.	.	-22%	?	10%	-11%	?	-1.0%
CCN(CC(=O)Nc1ccc2c(c1)OCO2)CC(=O)Nc1ccccc1C(F)(F)F	0.9	4%	-1%	-4%	5%	15%	1%	i	0.0%
CCOCCCN1C(=O)CN(C2CCCCCC2)C(=O)C1c1ccc(OC)cc1 (stereo not given)	-3.8	.	-17%	24%	-28%	-17%	-18%	i	0.7%
Oc1ccccc1-c1nc(N2CCN(Cc3ccccc3)CC2)c2ccccc2n1	0.9	?	11%	2%	?	1%	-15%	i	16%
NCCc1nnc(SCc2c(F)cccc2Cl)o1	-2.1	.	6%	-10%	19%	6%	2%	i	-0.1%
COc1ccc(C2CC(c3ccccc3)=NN2C(=O)CN2CCN(Cc3ccccc3)CC2)cc1 (stereo not given)	0.1	-19%	?	?	17%	5%	0%	i	0.1%
Cc1ccc(SCC(Cc2ccccc2)N2CCN(CC(C)C)CCC2=O)cc1 (stereo not given)	.	3%	0%	.	-1%	.	-20%	.	.
Cc1cnc(NC(=O)CSC(=S)N2CCOCC2)s1	1.1	6%	2%	19%	-21%	0%	-1%	i	0.1%
C[S+](CC[C@H](N)C(=O)O)C[C@H]1O[C@@H](n2cnc3c(N)ncnc32)[C@H](O)[C@@H]1O (stereo not given in full)	0.3	-8%	-5%	11%	4%	6%	12%	i	0.5%
O=C(CN1C(=O)C2(SCC(=O)N2c2ccc(F)c(F)c2)c2ccccc21)Nc1cccc(Cl)c1 (stereo not given)	.	?	?	?	?	.	-39%	?	-0.3%
CN(C)C(=O)c1cc(C(=O)c2ccccc2)c[nH]1	-2.2	6%	-8%	6%	0%	0%	6%	i	0.6%
Cc1onc(-c2ccccc2Cl)c1C(=O)Nc1ccc(-c2cn3cccnc3n2)cc1	-3.5	2%	7%	-1%	-12%	-4%	-14%	i	0.2%

Outcome played no part in choosing rows; about 4.3% have a hit in one of these screens.
